Nrf2 activator = Nrf2 pathway activation | Potency, µM (top dose mostly 46.1 µM), without a hit: at the highest dose activation, hits mostly activators | AREc32 ARE-luciferase reporter (MCF7-derived line), luminescence, 24 h | hit rate 0.31% among 410,000; further: potency means the concentration at half of the fitted maximal effect; % of control where 0% means no effect; nearly all actives have a fitted effect of over 65% in size
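Steps: seed AREc32_Fluc cells (1000/well, 5% FBS OPTI-MEM); incubate overnight at 37 deg C; add 23 nL compound; incubate 24 hr; add Steady-Glo; hold 30 min RT; read luminescence.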
HepG2 viability = HepG2 cytotoxicity, counter-screen for TGF-b inhibitors | hit rate 0.76% among 410,000 | AID 588856 | Potency, µM (titrated, usually from 46.1 µM), for the others: top-dose activity change, negative = cytotoxicity, hits mostly cytotoxic | HepG2 CAGA-GFP viability, ATP luminescence, 18 h; further: potency means the concentration at half of the fitted maximal effect; some results filed as inactive show a strong effect at the top dose
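CellTiter-Glo luminescence gave cytotoxicity after 18 hours at 37 degrees C. The cells were HepG2 CAGA-GFP in 1% FBS DMEM, stimulated with 500 pg/mL TGF-beta after compound addition. %Activity was normalised to no-cell wells (complete cell-killing) and DMSO (no toxicity), and curves were fitted and classified.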
MCF10A rerep = inducers of DNA re-replication in MCF 10A breast cells; AID 624296; hit rate 2.9% among 350,000; Potency, µM (titrated, usually from 46.1 µM), inactives show at the highest dose activity, positive = re-replication, most hits filed as activators; MCF 10A DNA re-replication, Hoechst nuclear intensity, 48 h; further: potency means the concentration at half of the fitted maximal effect; % of control where 0% means no effect; nearly all actives have a fitted effect of over 50% in size
IL-1B inflam inh = blocks inflammasome-driven IL-1 beta release; hit rate 4.7% among 360,000; AID 743279; activity change, % at 57.5 µM; THP-1 LPS/ATP IL-1B secretion, AlphaLISA, 16 h; hits give low values; in the data active means activity change below about -50%; inconclusive means mostly about -30% to -49%; further: on the % scale 0 is the no-effect control and ±100 the full control effect
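Secreted IL-1B measured by AlphaLISA bead assay after 16 h compound exposure of THP-1 cells; compounds (final up to 57.5 uM) added 1 h before LPS (250 ng/mL) and ATP (1.25 mM) stimulation; lower signal means less secretion.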
TGFb SMAD3 inh = inhibitors of TGF-b signaling. hit rate 1.2% among 410,000. Potency, µM (doses to about 46.1 µM), inactives show top-dose activity, negative = inhibition, usual class: inhibitors. AID 588855. HepG2 CAGA-GFP TGF-b/SMAD3 reporter, GFP fluorescence, 18 h; TGF-beta stimulated, 500 pg/mL final; further: potency means the concentration at half of the fitted maximal effect; on the % scale 0 is the no-effect control and ±100 the full control effect; nearly all actives have a fitted effect of over 65% in size
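Inhibition of TGF-beta-driven CAGA-GFP reporter expression in HEPG2 cells is measured by cellular GFP fluorescence after 18 h stimulation with 500 pg/mL recombinant TGF-beta in 1% FBS medium at 37 degrees C.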
A549 viability = counter-screen for Nrf2 inhibitors: cytotoxicity in A549 cells. A549 ARE-Fluc cells, CellTiter-Fluor viability, 18-24 h. Potency, µM (titrated, usually from 46 µM), without a hit: at the top dose activity change, negative = cytotoxicity, hits mostly inhibitors. hit rate 0.16% among 390,000. AID 504648; further: potency means the concentration at half of the fitted maximal effect; on the % scale 0 is the no-effect control and ±100 the full control effect
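A549 ARE-Fluc cells in 5% FBS OPTI-MEM, 5000 cells/well, rested 2 h then exposed to compounds in concentration-response for 18-24 h at 37 °C. Viability by CellTiter-Fluor fluorescence (Ex 405/Em 525) after 30 min; luciferase luminescence (BugLite, 15 min, RT) read afterwards.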
Nrf2 inh = Nrf2 pathway inhibition; A549 ARE-Fluc reporter, luciferase luminescence, 18-24 h; Potency, µM (series often up to 46 µM), for the others: at the highest dose activity change, negative = inhibition, actives largely listed as inhibitors; hit rate 2.1% among 360,000; further: potency means the concentration at half of the fitted maximal effect; on the % scale 0 is the no-effect control and ±100 the full control effect; nearly all actives have a fitted effect of over 60% in size
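Cells were seeded and rested 2 h, then exposed to compounds for 18-24 h. CellTiter-Fluor was read first as a viability measure. BugLite was added 15 min before the final luminescent read of ARE-luciferase activity in A549 cells.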
S2 tox = viability counter-screen for ATXN expression inhibitors; S2 cells (HEK-293 line with an ATXN2-luciferase reporter) viability, CellTiter-Fluor protease fluorescence, 24 h; hit rate 0.49% among 400,000; Potency, µM (highest dose often 56.7 µM), most hits filed as cytotoxic; further: potency means the concentration at half of the fitted maximal effect; nearly all actives have a fitted effect of over 40% in size
ATXN2 expr inh = inhibitors of ATXN2 expression | HEK-293 ATXN2-luciferase reporter, luminescence, 24 h | AID 1745845 | hit rate 0.72% among 360,000 | Potency, µM (highest dose often 57 µM), for inactives: top-dose activity change, negative = inhibition, hits mostly inhibitors; further: potency means the concentration at half of the fitted maximal effect; on the % scale 0 is the no-effect control and ±100 the full control effect; nearly all actives have a fitted effect of over 55% in size
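qHTS (up to 57 uM final) was run with 24 h compound exposure of reporter cells at 37 °C. Each well was multiplexed: SteadyGlo luminescence measured ATXN2-luciferase expression after a fluorogenic Gly-Phe-AFC viability readout (25 uM final).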
The depositor's hits bear a star; [ ] = another dose, or the depositor's remark. Unless noted, the call rests on the fitted dose curve; in most records, active means well fitted curve in the direction sought with a large enough effect; inconclusive means small, poorly fitted or top-dose-only effect, or another doubt; inactive means no such curve, though single readings can be large; an effect the other way counts as inactive or inconclusive.

For COC1C(OC(=O)/C=C/C=C/C=C/C=C/C(=O)O)CCC2(CO2)C1C1(C)OC1CC=C(C)C (stereo unspecified) (tested in a mixture with another compound) the results were Nrf2 activator 20%, HepG2 viability 9%, MCF10A rerep 24%, IL-1B inflam inh 0, TGFb SMAD3 inh -27%, A549 viability -6%, Nrf2 inh inconclusive, S2 tox inactive and ATXN2 expr inh 12%.
For Cc1ccc(NC(=O)COC(=O)c2ccc(-n3cccn3)cc2)cc1C the results were Nrf2 activator -0.2%, HepG2 viability 3%, MCF10A rerep 7%, IL-1B inflam inh -11, TGFb SMAD3 inh 5%, A549 viability 0%, Nrf2 inh 2%, S2 tox inactive and ATXN2 expr inh -4%.
Screening CCNc1ncnc2[nH]ncc12 returned Nrf2 activator -0.4%, HepG2 viability 4%, MCF10A rerep 3%, IL-1B inflam inh 4, TGFb SMAD3 inh -3%, A549 viability 0%, Nrf2 inh inconclusive, S2 tox inactive and ATXN2 expr inh 1%.
`COc1ccccc1CN=c1c([N+](=O)[O-])nn(-c2ccc3c(c2)OCCO3)n1O` gave Nrf2 activator 4.0%, HepG2 viability -1%, MCF10A rerep 7%, IL-1B inflam inh -13, TGFb SMAD3 inh 3%, A549 viability -6%, Nrf2 inh inconclusive, S2 tox inactive and ATXN2 expr inh 29%.
Cc1ccc(/C=C/C(=O)NC2=NCCS2)cc1 was read as Nrf2 activator 3.3%, HepG2 viability -20%, MCF10A rerep -3%, IL-1B inflam inh -4, TGFb SMAD3 inh -9%, A549 viability -10%, Nrf2 inh inconclusive, S2 tox inconclusive and ATXN2 expr inh -11%.
Screening Nc1ccc2sc(N)nc2c1 returned Nrf2 activator 3.8%, HepG2 viability -1%, MCF10A rerep 2%, IL-1B inflam inh 26, TGFb SMAD3 inh inconclusive, A549 viability -1%, Nrf2 inh 23%, S2 tox inactive and ATXN2 expr inh 27%.
`COC(=O)CSc1nnc(-c2cccs2)n1-c1ccc(Cl)cc1` gave Nrf2 activator -0.5%, HepG2 viability -11%, MCF10A rerep 3%, IL-1B inflam inh 6, TGFb SMAD3 inh -1%, A549 viability 5%, Nrf2 inh 3%, S2 tox inactive and ATXN2 expr inh 1%.
CCc1c(Cl)nc(N)nc1Nc1ccccc1Cl was read as Nrf2 activator 1.7%, HepG2 viability -29%, MCF10A rerep 2%, IL-1B inflam inh -2, TGFb SMAD3 inh -8%, A549 viability 0%, Nrf2 inh -1%, S2 tox inactive and ATXN2 expr inh -9%.
`CC(C)CCN1C(=O)C2(OCCCO2)c2cc(Cl)ccc21` gave Nrf2 activator 2.4%, HepG2 viability 2%, MCF10A rerep -6%, IL-1B inflam inh 15, TGFb SMAD3 inh 0%, A549 viability 8%, Nrf2 inh -12% and ATXN2 expr inh -6%.
O=C(N/N=C/c1cc([N+](=O)[O-])ccc1Cl)c1cc(-c2ccccc2)nc2ccccc12 was read as Nrf2 activator -0.4%, HepG2 viability -5%, MCF10A rerep 2%, IL-1B inflam inh 34, TGFb SMAD3 inh 4%, A549 viability 0%, Nrf2 inh 4%, S2 tox inactive and ATXN2 expr inh -4%.
`Cc1nc2ncnn2c(N2CCN(C(c3ccccc3)c3ccccc3)CC2)c1C` gave Nrf2 activator 1.0%, HepG2 viability -87%, MCF10A rerep inconclusive, IL-1B inflam inh -8, TGFb SMAD3 inh inconclusive, A549 viability -6%, Nrf2 inh inconclusive, S2 tox inactive and ATXN2 expr inh -38%.
For CCOC(=O)C1=C(C)NC2=C(C(=O)CC(c3ccc(OC)c(OC)c3)C2)C1c1ccc(C)o1 (stereo unspecified) the results were Nrf2 activator 12%, HepG2 viability -18%, MCF10A rerep 4%, IL-1B inflam inh inconclusive, TGFb SMAD3 inh -7%, A549 viability 3%, Nrf2 inh -4%, S2 tox inactive and ATXN2 expr inh -4%.
O=C(NC(Cc1ccccc1)C(=O)O)C1CCCCC1 (stereo unspecified) was read as Nrf2 activator -0.1%, HepG2 viability 3%, MCF10A rerep 0%, IL-1B inflam inh 5, TGFb SMAD3 inh -1%, A549 viability 3%, Nrf2 inh 11%, S2 tox inactive and ATXN2 expr inh 1%.
For CC(=O)Nc1ccc(S(=O)(=O)N2CCN(C(=O)c3ncoc3-c3ccccc3C)CC2)cc1 the results were Nrf2 activator 2.5%, HepG2 viability -3%, MCF10A rerep -4%, IL-1B inflam inh 0, TGFb SMAD3 inh -5%, A549 viability -1%, Nrf2 inh -24%, S2 tox inactive and ATXN2 expr inh -29%.
For CCOC(=O)C1(CC)NC(c2ccco2)C2C(=O)N(c3ccc(C)cc3)C(=O)C21 (stereo unspecified) the results were Nrf2 activator 0.2%, HepG2 viability -13%, MCF10A rerep 0%, IL-1B inflam inh 8, TGFb SMAD3 inh -5%, A549 viability 2%, Nrf2 inh -3%, S2 tox inactive and ATXN2 expr inh -2%.
CCc1ccc(CNC(=O)Cn2nc(-c3ccccc3)ccc2=O)cc1 was read as Nrf2 activator 0.4%, HepG2 viability -8%, MCF10A rerep 3%, IL-1B inflam inh -87*, TGFb SMAD3 inh 20%, A549 viability 4%, Nrf2 inh 5%, S2 tox inactive and ATXN2 expr inh -10%.
For CCOC(=O)c1c(C)[nH]c(C)c1S(=O)(=O)NCC(=O)Nc1ccc(C)c(N(C)C)c1 the results were Nrf2 activator -0.8%, HepG2 viability -4%, TGFb SMAD3 inh -23%, A549 viability -2%, Nrf2 inh 3%, S2 tox inactive and ATXN2 expr inh 11%.
Screening O=C(O)CCCn1cc(NC(=O)c2cc(F)c(F)cc2Cl)cn1 returned Nrf2 activator 0.3%, HepG2 viability -12%, MCF10A rerep inconclusive, IL-1B inflam inh -24, TGFb SMAD3 inh 3%, A549 viability -2%, Nrf2 inh -5%, S2 tox inactive and ATXN2 expr inh -13%.
For CC1CCCCC1NC(=O)COC(=O)CNC(=O)c1cccc(F)c1 (stereo unspecified) the results were Nrf2 activator 0.4%, HepG2 viability -18%, MCF10A rerep -35%[inhibitor], IL-1B inflam inh 25, TGFb SMAD3 inh inconclusive, A549 viability 3%, Nrf2 inh -1%, S2 tox inactive and ATXN2 expr inh -1%.
CSCCC1C(=O)OC2(C)CC(C)(C)NC(=S)N12 (stereo unspecified) was read as Nrf2 activator -0.4%, HepG2 viability -8%, MCF10A rerep 1%, IL-1B inflam inh 5, TGFb SMAD3 inh 15%, A549 viability -3%, Nrf2 inh 0%, S2 tox inactive and ATXN2 expr inh -9%.
`COc1cc(OC)c(NC(=O)c2sc3nc4n(c(=O)c3c2C)CCCC4)cc1Cl` gave Nrf2 activator 0.0%, HepG2 viability -1%, TGFb SMAD3 inh inconclusive, A549 viability inconclusive and Nrf2 inh -13%.
COC(=O)c1ccc(C(=O)OC)c(NC(=O)CN2CCC(C)CC2)c1 was read as Nrf2 activator 0.0%, HepG2 viability -26%, MCF10A rerep inconclusive, IL-1B inflam inh -8, TGFb SMAD3 inh 5%, A549 viability -2%, Nrf2 inh -12%, S2 tox inactive and ATXN2 expr inh -13%.
For O=c1[nH]c2ccccc2n1CCC1CCCCC1 the results were Nrf2 activator -0.5%, HepG2 viability -29%, MCF10A rerep inconclusive, IL-1B inflam inh -1, TGFb SMAD3 inh -13%, A549 viability inconclusive, Nrf2 inh -30%, S2 tox inactive and ATXN2 expr inh 24%.
COc1ccc(-n2nnc3c(=O)n(Cc4cc(C)ccc4C)cnc32)cc1 was read as Nrf2 activator 1.7%, HepG2 viability -49%, MCF10A rerep -1%, IL-1B inflam inh 28, TGFb SMAD3 inh inconclusive, A549 viability 0%, Nrf2 inh 11%, S2 tox inactive and ATXN2 expr inh 2%.
`CCN(CC)C(=O)c1sc(NC(=O)Cc2cccs2)c(C#N)c1C` gave Nrf2 activator 0.3%, HepG2 viability -1%, MCF10A rerep 1%, IL-1B inflam inh -17, TGFb SMAD3 inh -1%, A549 viability 2%, Nrf2 inh 10%, S2 tox inactive and ATXN2 expr inh 1%.
Screening COC(=O)C(Cc1ccc(O)cc1)NC(=O)c1ccc2c(c1)OCCO2 (stereo unspecified) returned Nrf2 activator -0.3%, HepG2 viability -1%, MCF10A rerep 0%, IL-1B inflam inh -98*, TGFb SMAD3 inh -30%, A549 viability 1%, Nrf2 inh 4%, S2 tox inactive and ATXN2 expr inh 19%.
`CSc1ccc(/C=N/NC(=O)COc2ccc(Br)cc2Cl)cc1` gave Nrf2 activator -0.4%, HepG2 viability -2%, MCF10A rerep 14%, IL-1B inflam inh -10, TGFb SMAD3 inh 1%, A549 viability 11%, Nrf2 inh -2%, S2 tox inactive and ATXN2 expr inh -14%.
For CCN(CC)C(=O)Cn1cc(S(=O)(=O)CC(=O)Nc2ccc(F)cc2)c2ccccc21 the results were Nrf2 activator 0.3%, HepG2 viability -16%, MCF10A rerep -4%, IL-1B inflam inh -3, TGFb SMAD3 inh -14%, A549 viability -11%, Nrf2 inh 3%, S2 tox inactive and ATXN2 expr inh 4%.
O=C(O)/C=C/C(=O)N(Cc1ccccc1)Cc1ccco1 was read as Nrf2 activator 0.3%, HepG2 viability 4%, MCF10A rerep -4%, IL-1B inflam inh 38, TGFb SMAD3 inh 1%, A549 viability 0%, Nrf2 inh inconclusive, S2 tox inactive and ATXN2 expr inh 7%[11.3 µM].

Random excerpt: 2 records from the list
COc1ccc(-n2nnc3c(=O)n(Cc4cc(C)ccc4C)cnc32)cc1 was read as Nrf2 activator 1.7%, HepG2 viability -49%, MCF10A rerep -1%, IL-1B inflam inh 28, TGFb SMAD3 inh inconclusive, A549 viability 0%, Nrf2 inh 11%, S2 tox inactive and ATXN2 expr inh 2%.
For CCOC(=O)C1=C(C)NC2=C(C(=O)CC(c3ccc(OC)c(OC)c3)C2)C1c1ccc(C)o1 (stereo unspecified) the results were Nrf2 activator 12%, HepG2 viability -18%, MCF10A rerep 4%, IL-1B inflam inh inconclusive, TGFb SMAD3 inh -7%, A549 viability 3%, Nrf2 inh -4%, S2 tox inactive and ATXN2 expr inh -4%.

The order is random; about 8.8% have a hit in one of these screens.
